From PubChem
KCNH2 3.1 inh = KCNH2 3.1 (human) potassium channel inhibition; U2OS KCNH2 3.1, thallium flux FluxOr; stronger effect = lower value; activity change, % (tested at about 1.8 µM); actives 0.95% (n = 340,000); AID 720553;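 active = maximum activity change below -70%; inconclusive = maximum activity change from -70% to -50%; inactive = maximum activity change above -50%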;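 also: thallium influx rate constant from kinetic fluorescence after stimulation buffer; % is scaled to controls: 0 for no effect and ±100 for the full control effect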
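Normalized rate constant (relative to positive and negative DMSO controls) derived from a 2 min kinetic fluorescence read after stimulation; U2OS cells expressing the 3.1 isoform via virus at 1.77 x 10^8 /mL.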
NPC1 prom act = NPC1 promoter activation | Huh7 NPC1 promoter luciferase reporter, 24 h | Potency, µM (titrated, usually from 9.22 µM), inactives show top-dose activation, hits mostly activators | actives 2.4% (n = 320,000) | AID 485313;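 also: potency is read from the fitted curve at half-maximal effect; % of control where 0% means no effect; nearly all actives have a fitted effect of over 60% in size; reporter is driven by a mutant NPC1 promoter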
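Huh7 cells stably carrying NPC1 promoter–luciferase, plated in Opti-MEM with 10% FBS for 2 h, were exposed to compound in DMSO for 24 h at 37 °C; luciferase reagent was added for 10 min and luminescence read.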
Tb PFK block = inhibitors of T. brucei phosphofructokinase; T. brucei PFK, ADP-Glo luminescence; Potency, µM (titrated, usually from 57.5 µM), inactives show top-dose activity, negative = inhibition, most hits filed as inhibitors; actives 0.17% (n = 330,000); AID 485367;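 also: potency is read from the fitted curve at half-maximal effect; 0% = uninhibited 1x PFK enzyme wells and -100% = no-enzyme wells; nearly all actives have a fitted effect of over 60% in size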
Target sequence (O15648 whole entry, looked up): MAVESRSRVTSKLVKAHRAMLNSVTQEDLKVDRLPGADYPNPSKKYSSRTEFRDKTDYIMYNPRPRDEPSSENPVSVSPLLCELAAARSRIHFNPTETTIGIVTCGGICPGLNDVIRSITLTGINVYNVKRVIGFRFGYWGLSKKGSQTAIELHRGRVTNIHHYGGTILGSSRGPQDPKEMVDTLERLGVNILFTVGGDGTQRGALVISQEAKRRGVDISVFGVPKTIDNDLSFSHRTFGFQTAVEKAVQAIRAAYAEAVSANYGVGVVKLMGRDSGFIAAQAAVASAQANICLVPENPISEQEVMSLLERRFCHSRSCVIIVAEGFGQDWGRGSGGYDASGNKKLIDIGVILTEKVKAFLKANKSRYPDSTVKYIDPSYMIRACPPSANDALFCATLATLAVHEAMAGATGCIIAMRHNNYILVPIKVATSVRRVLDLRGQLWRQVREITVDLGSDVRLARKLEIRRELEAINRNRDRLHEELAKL
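1.25 nM PFK with 0.5 mM F6P and 0.1 mM ATP in 0.1 M TEA pH 8.0, 5 mM MgCl2, incubated 45 min at room temperature; ADP measured by ADP-Glo luminescence; compounds titrated up to 57 uM.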
Coupling enz = inhibits coupling enzyme system, counter-screen for aldolase hits. coupling enzyme system counterscreen, AmpLite Red fluorescence. activity change, negative = inhibition, % at 58.2 µM, hits read low. actives 0.67% (n = 290,000); in the data active = activity change below about -30%; also: % is scaled to controls: 0 for no effect and ±100 for the full control effect
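Counterscreen lacking aldolase: glyceraldehyde-3-phosphate coupling-enzyme reagent preincubated 10 min at RT with compound (at 57.5 uM final), then substrate/coupling system with AmpLite Red added; fluorescence read at 525/598 nm after 20 min RT.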
ELG1 genotoxic = inducers of genotoxicity in HEK293T ELG1-luciferase cells; actives 1.3% (n = 330,000); Potency, µM (doses to about 46 µM), without a hit: at the highest dose activity change, positive = activation, most hits filed as activators; HEK293T ELG1-luciferase reporter, luminescence, 16 h; also: potency is read from the fitted curve at half-maximal effect; % of control where 0% means no effect; nearly all actives have a fitted effect of over 60% in size
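ELG1-luciferase HEK293T cells, 2,000/well; compound pinned in; 16 hr, 37 °C, 5% CO2; ONE-Glo, 30 min RT; luminescence on CCD imager.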
FLuc modulator = counter-screen for miR-21 project: firefly luciferase inhibitors or activators | P08659 | purified FLuc, Km substrates, luminescence inhibition | Potency, µM (highest dose often 57.5 µM), without a hit: at the highest dose activity change, negative = inhibition, actives largely listed as inhibitors | actives 6.9% (n = 360,000) | AID 588342;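 also: potency is read from the fitted curve at half-maximal effect; plate controls were vehicle for no effect and reference inhibitor for full effect; nearly all actives have a fitted effect of over 55% in size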
Target sequence (P08659 whole entry, looked up): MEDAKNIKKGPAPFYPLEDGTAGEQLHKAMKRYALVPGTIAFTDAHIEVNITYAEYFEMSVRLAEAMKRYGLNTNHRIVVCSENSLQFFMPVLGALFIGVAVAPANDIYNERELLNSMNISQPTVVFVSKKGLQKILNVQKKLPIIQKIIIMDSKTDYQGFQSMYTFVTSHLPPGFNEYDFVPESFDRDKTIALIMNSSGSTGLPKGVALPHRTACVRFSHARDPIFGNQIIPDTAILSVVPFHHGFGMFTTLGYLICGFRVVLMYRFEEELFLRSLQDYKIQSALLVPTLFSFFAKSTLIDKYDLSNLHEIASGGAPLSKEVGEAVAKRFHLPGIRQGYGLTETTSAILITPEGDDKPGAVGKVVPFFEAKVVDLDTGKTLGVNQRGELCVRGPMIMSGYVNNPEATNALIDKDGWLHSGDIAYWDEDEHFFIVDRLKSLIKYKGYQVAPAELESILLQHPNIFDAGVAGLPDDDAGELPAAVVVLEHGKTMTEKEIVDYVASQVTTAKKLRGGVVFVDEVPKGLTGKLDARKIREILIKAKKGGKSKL
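Purified P. pyralis luciferase, 10 nM final, with Km-level 10 uM D-luciferin and 10 uM ATP in 50 mM Tris acetate pH 7.5, 10 mM Mg acetate, 0.01% Tween-20, 0.05% BSA; 6-point qHTS titration about 60 µM downward; luminescence read.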
RORg inh = inhibitors of mouse ROR gamma transcriptional activity. actives 5.4% (n = 310,000). Potency, µM (series often up to 53.6 µM), without a hit: top-dose activity change, negative = inhibition, actives largely listed as inhibitors. AID 2551. Drosophila S2 Gal4-RORgamma UAS-luciferase reporter, 20 h; also: potency is read from the fitted curve at half-maximal effect; % is scaled to controls: 0 for no effect and ±100 for the full control effect; nearly all actives have a fitted effect of over 60% in size
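Stable Schneider cell line, Gal4 DNA-binding domain fused to ROR gamma, UAS-luciferase. Cmpd 1 hr RT → CuSO4 700 uM final → 20 hr RT → luciferase reagent 10 min → luminescence.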
Rab9 promoter act = Rab9 promoter activation | Potency, µM (series often up to 9.22 µM), inactives show at the top dose activation, negative = inhibition, usual class: activators | AID 485297 | Huh7 Rab9 promoter-luciferase reporter, luminescence, 24 h | actives 2.8% (n = 320,000); also: potency is read from the fitted curve at half-maximal effect; % of control where 0% means no effect; nearly all actives have a fitted effect of over 60% in size
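Huh7 cells stably carrying a Rab9 promoter-luciferase reporter, 1500 cells per well in OP-MEM I with 10% FBS, treated with compound 24 hours at 37C. Luciferase activity read by luminescence after 10 minutes with Amplite reagent.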
Gal4-VP16 FLuc = inhibits Gal4-VP16 luciferase reporter, ROR gamma counter-screen; Potency, µM (doses to about 53.6 µM), without a hit: at the top dose activity, negative = inhibition, hits mostly inhibitors; actives 3.5% (n = 310,000); Drosophila S2 Gal4-VP16 UAS-luciferase, luminescence, 20 h;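 also: Gal4-VP16 expression switched on by copper sulfate through the metallothionein promoter; potency is read from the fitted curve at half-maximal effect; % is scaled to controls: 0 for no effect and ±100 for the full control effect; nearly all actives have a fitted effect of over 50% in size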
Giardia killer = Giardia lamblia killing | activity change, % at 7.66 µM, hits read low | actives 0.15% (n = 340,000) | AID 540267 | Giardia lamblia trophozoite viability; in the data active = activity change below about -80%; inconclusive = between about -30% and that limit;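 also: parasites exposed to compound for two days anaerobically before the ATP read; % is scaled to controls: 0 for no effect and ±100 for the full control effect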
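Trophozoites 100 cells/well + cpd; 48 hrs, 37 deg C, anaerobic. ATPLite 1-Step added, 15-30 min RT, luminescence read (ATP-based viability).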
uPA surface inh = inhibitors of cell surface uPA generation. cell surface uPA generation assay, qHTS. Potency, µM (series often up to 38.3 µM), without a hit: at the highest dose activity change, negative = inhibition, hits mostly inhibitors. actives 0.31% (n = 330,000). AID 540303; active = well fitted inhibition curve with a large enough effect; inconclusive = small, poorly fitted or top-dose-only effect; inactive = no such curve, though single readings can be large or run the other way; tested in mouse RAW 264.7 cells; also: potency is read from the fitted curve at half-maximal effect; % is scaled to controls: 0 for no effect and ±100 for the full control effect; nearly all actives have a fitted effect of over 55% in size
* = called active by the depositor; ? = inconclusive; . = no result given; [ ] = another dose, or the depositor's remark. Unless noted, calls follow the shape of the dose curve; as a rule, active = well fitted curve in the direction sought with a large enough effect; inconclusive = small, poorly fitted or top-dose-only effect, or another doubt; inactive = no such curve, though single readings can be large; an effect the other way counts as inactive or inconclusive. An unsorted share of the library; any-hit rate near 14%.

Every second line gives: KCNH2 3.1 inh	NPC1 prom act	Tb PFK block	Coupling enz	ELG1 genotoxic	FLuc modulator	RORg inh	Rab9 promoter act	Gal4-VP16 FLuc	Giardia killer	uPA surface inh
N#C/C(=C/c1cc(Br)cs1)C(=O)NCC1CCCO1 (stereo not given)
    -19.9	0.9%	-2.2%	.	-1.0%	-16.8%	30.2%	-3.1%	?	1.7	5.0%
Cc1cc(N2CCN(c3nc(-c4ccc([N+](=O)[O-])cc4)cs3)CC2)c2ccccc2n1
    -123.9*	-9.1%	1.0%	0.5	10.1%	-0.7%	10µM*	-14.4%	12.6µM*	2.0	-11.2%
O=C(Cc1ccccc1)Nc1c(Cl)ccc2nsnc12
    -1.0	-8.9%	0.8%	1.1	-0.7%	-2.6%	16.6%	-18.5%	-11.0%	3.1	-6.1%
CC1CCc2nc(/C(C#N)=C/c3ccncc3)sc2C1 (stereo not given)
    -23.1	2.82µM*	-4.7%	-0.2	?	9.53µM*	13.6%	3.16µM*	-13.6%	-22.6	-2.9%
O=S(=O)(NC1CCN(Cc2ccccc2)CC1)c1ccc(Cl)cc1
    5.5	-0.8%	8.8%	3.2	-4.8%	-1.9%	1.6%	1.7%	-0.2%	9.7	-0.1%
CCOC(=O)C1(Cc2ccccc2C(F)(F)F)CCN(Cc2ccc(COC)o2)CC1
    -5.8	-4.9%	-1.2%	0.7	-5.4%	1.0%	-38.8%	0.9%	-11.2%	5.5	-0.1%
Cc1ccc(-c2csc(C3=C(O)CN(NC(=O)c4ccco4)C3=N)n2)cc1
    -25.2	2.4%	3.3%	-1.2	-0.5%	5.3%	-13.0%	0.2%	8.1%	7.8	2.3%
CCOc1ccc(Br)cc1S(=O)(=O)Nc1cccc(S(=O)(=O)N(C)c2ccccc2)c1
    -2.1	-2.3%	-1.7%	-0.3	-2.3%	-11.5%	23.1%	-2.2%	-13.3%	21.0	5.5%
COc1cc(/C=C/C(=O)O)cc(S(=O)(=O)Nc2ccc(S(=O)(=O)N3CCCCC3)cc2)c1OC
    8.4	-3.2%	5.2%	.	2.1%	4.4%	.	-2.9%	.	10.0	0.9%
CC(C)=CCN1CCN(Cc2cc(C(C)C)n[nH]2)CC1CCO (stereo not given)
    -4.0	0.5%	3.5%	1.5	0.3%	1.3%	9.4%	22.3%	-5.8%	-0.5	-2.9%
CCN(CC)C(=O)CSc1ncnc2c1nnn2-c1ccc(OC)cc1
    6.4	-1.8%	-1.3%	2.9	4.1%	?	18.0%	0.6%	10.8%	-1.0	2.4%
CCC[N+](CC#Cc1ccccc1)(CCC)CC(=O)OC
    5.3	-4.5%	1.5%	3.9	-1.1%	1.8%	-3.7%	-3.9%	?	-2.1	-2.9%
O=c1c(-c2n[nH]c(=S)n2-c2ccccc2)cccn1Cc1cccc(Cl)c1
    -7.6	-4.3%	11.1%	6.3	5.4%	?	12.6µM*	-8.7%	-9.0%	17.5	-3.9%
O=C(CCNS(=O)(=O)c1ccccc1C(F)(F)F)N1CCN(c2ccccc2O)CC1
    19.0	-1.2%	5.3%	.	0.0%	0.0%	.	-4.6%	.	-1.1	12.3%
O=C(c1cccc(S(=O)(=O)NCc2ccccc2)c1)N1CCCCC1
    1.6	-1.6%	7.7%	.	10.0%	3.9%	.	-2.0%	.	9.5	1.6%
O=C(NCC1CCCO1)c1cccc(N2CCCC2=O)c1 (stereo not given)
    -13.8	-1.8%	-2.3%	5.6	-0.3%	0.6%	24.3%[0.365 µM]	1.3%	.	-9.8	-0.2%
Cc1ccccc1NC(=O)CSc1nnc(NC(=O)c2ccco2)s1
    3.7	0.5%	0.0%	.	8.5%	26.9µM*	22.0%	9.7%	-0.7%	-24.2	-8.7%
O=C1NC(c2ccco2)Nc2ccccc21 (stereo not given)
    -6.8	-3.4%	-2.4%	0.8	-3.9%	0.2%	2.7%	12.8%	5.4%	-4.9	2.1%
N#Cc1ccc(CSc2nnc(-c3ccccn3)n2-c2ccc(Cl)cc2)cc1
    -9.5	-0.3%	-4.8%	0.0	-2.9%	2.0%	?	-2.5%	-1.0%	-1.7	3.4%
N#CCCN(CCC#N)C(=O)c1ccc2c(c1)OCO2
    0.8	-5.0%	-4.4%	0.0	-5.7%	-0.6%	-14.6%	-5.5%	5.1%	-5.3	5.9%
CCOC(=O)[C@@H]1[C@H]2COc3ccc(Br)cc3[C@H]2N2C(=O)N(c3ccc(C)cc3)C(=O)[C@]12C
    -28.3	-0.4%	6.5%	-3.1	1.2%	3.7%	0.3%	-2.6%	0.7%	-27.5	13.7%
OC(c1ccccc1)(c1ccccc1)C1CCN(C(=S)NCCc2ccccc2)CC1
    -2.1	-9.0%	6.9%	1.2	-12.3%	0.6%	12.6µM*	-3.3%	?	-2.4	3.4%
Cc1c(N2C(=O)C3C4C=CC(C4)C3C2=O)c(=O)n(-c2ccccc2)n1C (stereo not given)
    -11.4	-3.1%	0.0%	5.5	-0.2%	0.6%	-0.4%	-0.8%	7.1%	18.3	2.3%
O=C(O)c1cc2ccc3cccc4ccc(c1)c2c34
    -7.9	-5.8%	?	0.6	4.9%	?	2.0%	1.2%	-4.6%	-20.8	3.5%
COc1ccc(C(CCN2CCOCC2)c2c(OC)cc(OC)c3c(C)cc(=O)oc23)cc1 (stereo not given)
    .	-0.9%	0.8%	0.0	7.6%	-0.1%	-10.5%	-9.9%	-14.6%	-12.2	-11.1%
CCCCC(=O)C1CCN(Cc2ccccc2)CC1
    0.5	1.7%	-1.7%	0.0	0.1%	0.5%	-20.0%	-8.6%	-2.3%	-22.4	3.6%
COc1ccc(/C=C2/Sc3ccc(C(=O)N4CCOCC4)cc3NC2=O)cc1OC
    15.1	-0.3%	3.3%	1.8	-1.5%[9.26 µM]	-7.0%	3.6%	1.7%	2.2%	-11.2	10.6%
CCOC(=O)N1CCC(NC(=O)CS(=O)(=O)Cc2nc(-c3ccccc3C)oc2C)CC1
    12.5	2.4%	-1.0%	6.8	-5.2%	3.7%	41.2%	-4.4%	-7.4%	-7.5	1.1%
CCOc1cc(N2CCOCC2)c(OCC)cc1NC(=O)CSc1nccc(C)n1
    8.7	-2.3%	-3.2%	-4.4	-2.5%	-1.5%	?	1.0%	5.6%	22.0	-6.8%
COc1ccc(CNC(=O)COC(=O)C2(C)CC2(Cl)Cl)cc1 (stereo not given)
    2.4	.	0.8%	.	2.9%	.	.	.	.	-2.0	-0.7%
O=C(COC(=O)c1ccc(O)cc1)Nc1ccc(S(=O)(=O)N2CCOCC2)cc1
    -4.7	.	-6.6%	.	0.3%	.	.	.	.	-3.8	-20.9%
CCc1ccc(S(=O)(=O)N/N=C\c2cn(CC(N)=O)c3ccccc23)cc1
    .	2.2%	0.2%	2.5	-0.8%	?	.	-3.2%	.	0.4	-0.9%
O=C(Nc1cc(Cl)cc(Cl)c1)C(NCCCO)c1ccccc1 (stereo not given)
    .	-2.6%	-4.1%	0.1	-3.2%	-6.3%	14.9%	-2.9%	4.8%	.	.
FC(F)(F)C(Oc1nc(NC2CCCCC2)nc(N2CCOCC2)n1)C(F)(F)F
    3.7	-1.5%	1.5%	-8.7	-3.0%	-0.9%	33.0%	-3.0%	?	0.5	-2.5%
COc1cc(CNc2ccc(CNc3ncn[nH]3)cc2)cc(Cl)c1OCc1ccccc1
    2.4	12.2%	-0.7%	-5.8	-1.0%	0.2%	37.1%	18.5%	-2.2%	-10.8	3.2%
Cc1cc(C)c(NC(=O)CNC(=O)CN(C)Cc2ccc(Br)s2)c(C)c1
    5.6	-0.3%	-0.8%	.	-1.6%	-0.5%	.	1.4%	.	-18.7	-2.7%
Nc1nn(-c2cccc(F)n2)cc1-c1ccc(Cl)cc1
    -3.9	2.51µM*	-3.7%	1.7	1.16µM*	0.953µM*	-43.3%	0.447µM*	?	-3.2	-10.6%
COc1ccc(NC(=O)Nc2ccccc2C)c(OC)c1
    -7.3	2.5%	1.1%	0.4	2.6%	0.6%	8.4%	-7.8%	3.3%	-1.6	0.1%
CC1(C)Cc2ccccc2C(=NCC(=O)O)N1
    -1.2	-0.3%	-11.8%	0.8	0.0%	-2.4%	-29.0%	-2.4%	2.2%	-11.5	-5.2%
COc1ccccc1N1CCN(CCC(=O)Nc2ccc3c(c2)OCO3)CC1
    -7.3	-2.9%	1.6%	2.8	3.5%	7.9%	-0.6%	-1.7%	-0.8%	4.0	-1.2%
